# Bioassay records from PubChem.
# GLP1R inv ag: qHTS of GLP-1 Receptor Inverse Agonists (Inhibition Mode); Potency, µM (doses to about 38.3 µM), for the others: at the top dose activity change, negative = inhibition, hits mostly inhibitors; HEK293 GLP-1R CRE-luciferase, luminescence, 24 h; GLP-1R form is constitutively active; hit rate 1.6% among 410,000; AID 624417, 2012; note: potency is the fitted concentration of half-maximal effect; % is set by controls: 0 for no effect and ±100 for the full control effect; nearly all actives have a fitted effect of over 55% in size
# Target sequence (P43220 whole entry, looked up): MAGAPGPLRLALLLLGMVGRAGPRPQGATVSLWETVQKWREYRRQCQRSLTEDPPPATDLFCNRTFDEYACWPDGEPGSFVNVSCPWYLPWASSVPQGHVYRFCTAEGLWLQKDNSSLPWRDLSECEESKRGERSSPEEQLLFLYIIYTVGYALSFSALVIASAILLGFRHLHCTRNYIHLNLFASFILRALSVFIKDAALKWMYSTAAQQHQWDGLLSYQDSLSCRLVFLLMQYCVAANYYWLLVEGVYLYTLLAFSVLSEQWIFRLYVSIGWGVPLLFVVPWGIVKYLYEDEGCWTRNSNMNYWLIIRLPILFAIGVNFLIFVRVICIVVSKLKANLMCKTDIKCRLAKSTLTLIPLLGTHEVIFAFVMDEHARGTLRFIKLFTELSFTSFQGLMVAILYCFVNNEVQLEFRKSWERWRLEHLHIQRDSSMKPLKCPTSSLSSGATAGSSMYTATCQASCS
#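 Cells are plated, allowed 12 hours at 37 deg C, then treated with compounds for 24 hr before luciferase detection reagent is added and luminescence is read after 12 min at room temperature. The HEK293 line carries constitutively active GLP-1R with a cAMP-responsive reporter.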
# aSyn yeast inh: qHTS of alpha-syn Inhibitors; Yeast expressing alpha-synuclein, growth rescue, BacTiter-Glo, 24 h; Potency, µM (top dose mostly 46.1 µM), without a hit: at the highest dose growth rescue (activation), actives largely listed as activators; hit rate 0.14% among 370,000; AID 652106, 2013; note: potency is the fitted concentration of half-maximal effect; % of control where 0% means no effect; nearly all actives have a fitted effect of over 65% in size
#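 Rescue of yeast growth: cells expressing toxic alpha-synuclein, induced in galactose at OD600 0.02, incubated with compound 24 h at 30 C. ATP luminescence quantified growth; inhibitors of toxicity appear as activators.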
# DRD3 antagonist: qHTS of D3 Dopamine Receptor Antagonist: qHTS | D(3) dopamine receptor (Homo sapiens), P35462 | D3R cells, DiscoveRx beta-arrestin luminescence, antagonist mode; hits give low values | max response, negative = inhibition, % | hit rate 2.5% among 360,000; in the data active = max response below about -50%; inconclusive = no clear call, values can overlap the other calls; note: % is set by controls: 0 for no effect and ±100 for the full control effect; mostly tested at two doses, the higher about 12 µM
#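 Cells expressing the human receptor were seeded at 1500 cells/well, incubated overnight at 37 degrees C in 5% CO2, then exposed to library compounds with dopamine controls for 90 minutes at 37 degrees C before luminescent detection.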
# GLP-1R agonist: qHTS of GLP-1 Receptor Agonists; AID 624172, 2012; Potency, µM (titrated, usually from 45.6 µM), for the others: at the highest dose activation, most hits filed as activators; Glucagon-like peptide 1 receptor (Homo sapiens), P43220; HEK293 GLP-1R CRE-luciferase, luminescence, 4-6 h; cells express a hypersensitive GLP-1R form; hit rate 0.007% among 380,000; note: potency is the fitted concentration of half-maximal effect; % of control where 0% means no effect
# TDP43 rescue: qHTS of TDP-43 Inhibitors; hit rate 1.8% among 410,000; Potency, µM (highest dose often 46.1 µM), for the others: at the highest dose growth rescue (activation), actives largely listed as activators; TDP-43 expressing yeast growth rescue, BacTiter-Glo, 24 h; note: potency is the fitted concentration of half-maximal effect; % of control where 0% means no effect; nearly all actives have a fitted effect of over 50% in size
#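 Yeast expressing TDP-43 (pregrown in raffinose, seeded at OD600=0.02 in galactose medium) exposed to compounds 24 hr at 30 deg C. Growth read by BacTiter-Glo luminescence; rescue of toxicity appears as increased signal.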
# PTHR1 ag: qHTS for PTHR1 Agonists: Primary Screen; Parathyroid hormone/parathyroid hormone-related peptide receptor (Homo sapiens), Q03431; HEK293 GP2 PTHR1 cells, GloSensor cAMP luminescence, 1 h; Potency, µM (titrated, usually from 115 µM), for the others: top-dose activation, actives largely listed as activators; hit rate 0.075% among 410,000; AID 743266, 2014; note: potency is the fitted concentration of half-maximal effect; nearly all actives have a fitted effect of over 55% in size; some results filed as inactive show a strong effect at the top dose; inactives centre near -15; many of its hits are not listed in these tables
# Target sequence (Q03431 whole entry, looked up): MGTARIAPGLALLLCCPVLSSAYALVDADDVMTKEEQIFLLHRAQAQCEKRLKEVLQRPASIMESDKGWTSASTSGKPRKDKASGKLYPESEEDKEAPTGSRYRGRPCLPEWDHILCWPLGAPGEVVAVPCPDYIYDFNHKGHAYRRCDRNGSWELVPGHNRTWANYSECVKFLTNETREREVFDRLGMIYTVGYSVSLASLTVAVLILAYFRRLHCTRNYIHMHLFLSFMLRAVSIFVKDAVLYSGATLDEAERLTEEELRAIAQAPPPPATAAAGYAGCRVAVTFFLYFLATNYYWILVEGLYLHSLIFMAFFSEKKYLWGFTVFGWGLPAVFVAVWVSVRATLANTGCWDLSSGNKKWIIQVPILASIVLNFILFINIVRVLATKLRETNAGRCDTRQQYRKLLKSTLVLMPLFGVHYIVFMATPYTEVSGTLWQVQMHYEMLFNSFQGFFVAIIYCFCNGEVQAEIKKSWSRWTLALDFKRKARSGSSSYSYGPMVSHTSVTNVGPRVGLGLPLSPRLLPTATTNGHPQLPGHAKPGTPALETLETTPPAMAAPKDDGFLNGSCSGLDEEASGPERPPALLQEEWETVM
#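 HEK-293-derived GP2 cells expressing PTHR1 and a GloSensor cAMP reporter, 3,000/well, plated overnight, given luciferin plus IBMX (each 0.5 mM as added) for 1 h at 37 °C, then compound for 1 h at 37 °C. Luminescence was read after 15 min at room temperature.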
# Abeta yeast res: qHTS for compounds that reverse cellular toxicity of Amyloid beta (A-beta) peptide in yeast: Primary Screen; hit rate 0.063% among 410,000; Potency, µM (doses to about 46.1 µM), for inactives: at the top dose growth rescue, actives largely listed as activators; yeast expressing A-beta42, growth rescue, OD600, 48 h; response scale: 0% DMSO, 100% iron-clioquinol control; note: potency is the fitted concentration of half-maximal effect; nearly all actives have a fitted effect of over 55% in size
#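 Yeast growth medium received pinned compounds, then yeast cells expressing toxic A-beta were added; plates incubated at 30 C for 48 hr. Growth read as absorbance at 600 nm, normalized to DMSO and equimolar FeCl3 plus clioquinol controls.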
# pAkt inh: HTS Assay for Inhibitors of Akt Phophorylation: Primary Screen. activity change, % for hits at 50 µM. AID 651550, 2012. hit rate 0.32% among 360,000. Neuro2A IGF-stimulated pAkt S473 HTRF, 20 min; hits give low values; in the data active = activity change below about -80%; inconclusive = mostly about -51% to -80%; note: % is set by controls: 0 for no effect and ±100 for the full control effect
#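 Neuro2A cells (4,500/well, DMEM with 0.5% FBS) were treated with compound at a single 50 µM final concentration, stimulated with 6 nM IGF for 20 min at 37 °C, and lysed. Phospho-Akt Ser473 was read by HTRF as 665/615 ratio ×10^4.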
# FUS suppressor: qHTS for Suppressors of FUS Proteinopathy: Primary screen using FUS-linked yeast assay; S. cerevisiae FUS-expressing, growth rescue, OD600, 24 h; Potency, µM (series often up to 76.6 µM), for the others: at the highest dose growth rescue (activation), most hits filed as activators; hit rate 0.24% among 390,000;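 note: potency is the fitted concentration of half-maximal effect; plate controls were DMSO vehicle for no effect and reference control for full effect; nearly all actives have a fitted effect of over 55% in size; some results filed as inactive show a strong effect at the top dose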
#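 S. cerevisiae expressing FUS from galactose induction served as the toxicity model. Growth after 24hr at 30C, read as absorbance at 600 nm, indicates suppression of toxicity; compounds dosed at several concentrations.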
# Starred values were filed as active, the others as inactive; i = inactive; ? = inconclusive; . = not tested or not shown; [ ] = dose if it differs, or a comment. Unless noted, calls come from the whole dose curve; as a rule, active = well fitted curve in the direction sought with a large enough effect; inconclusive = small, poorly fitted or top-dose-only effect, or another doubt; inactive = no such curve, though single readings can be large; an effect the other way counts as inactive or inconclusive. Some of the compounds tested, so the mix of outcomes need not match the whole.
Molecule	TDP43 rescue	pAkt inh	GLP1R inv ag	aSyn yeast inh	Abeta yeast res	GLP-1R agonist	FUS suppressor	DRD3 antagonist	PTHR1 ag
O=C(CSc1nnc(-c2ccncc2)n1-c1ccc(Cl)cc1)Nc1ccc(C(=O)O)cc1	13%	i	0%	-2%	-14%	0%	32%	-12	3%
COc1cccc(C(=O)Nc2nnc(C(C)C)s2)c1	10%	i	11µM*	-2%	-2%	-11%	14%	7	-32%[inhibitor][57.5 µM]
Cn1c(C(=O)OC(C(=O)NC2CCCCC2)c2cccnc2)cc2sccc21 (stereo unspecified)	-8%	i	?	-4%	6%	4%	25%	?	-2%
O=C(COC(=O)CNC(=O)c1cccc(Br)c1)Nc1nnc(-c2ccccc2)o1	20%	i	8%	1%	12%	-19%	.	-17	i
Cc1nc(-c2ccccc2)nc2[nH]c(=O)n(-c3ccccc3)c(=O)c12	-6%	i	9%	-1%	6%	-3%	19%	27	i
COc1cc(OC)c(OC)cc1CCC(C)NC(=O)Cc1ccccc1 (stereo unspecified)	-3%	i	2%	-1%	-4%	-3%	-25%	5	i
O=C(O)Cn1nnnc1SCC(=O)Nc1ccc(OC(F)(F)F)cc1	-10%	i	17%	1%	16%	-8%	2%	16	i
CCOC(=O)c1ccccc1NC(=O)CN(c1cccc(OC)c1)S(C)(=O)=O	?	i	0%	8%	16%	1%	39%	7	-16%
Cn1c(C(=O)NN)cc2cc(Oc3ccccc3)ccc21	0%	i	7%	-1%	-13%	0%	15%	87	i
COC(=O)c1c(NC(NC(C)=O)C(Cl)(Cl)Cl)sc2c1CCCC2 (stereo unspecified)	?	i	?	1%	18%	-11%	22%	-24	-23%
Cc1nc(C(=O)N2CCC(n3nccc3NC(=O)Nc3ccccc3Cl)CC2)cs1	-3%	i	11%	-4%	-15%	-4%	7%	-14	-7%
COc1cc(NC(=O)CSc2ncc(S(=O)(=O)c3ccc(Br)cc3)c(=O)[nH]2)cc(OC)c1	4%	.	0%	-2%	-13%	-4%	7%	.	-9%
Cc1nn2c(=O)cc(COc3ccc(/C=C(\C#N)C(=O)Nc4ccccc4)cc3Cl)nc2s1	8%	.	?	.	-10%	-1%	20%	.	i
COc1ccc(C2c3ccc4ccccc4c3Oc3ncn(CCCN(C)C)c(=N)c32)cc1 (stereo unspecified)	-31%[inhibitor]	i	4.5µM*	-7%	17%	21%	39%	-25	i
Cc1ccc(S(=O)(=O)N2CCN(C(=O)CSc3ncn[nH]3)CC2)cc1	26%	i	17%	-7%	2%	-1%	.	10	-3%

Molecule	TDP43 rescue	pAkt inh	GLP1R inv ag	aSyn yeast inh	Abeta yeast res	GLP-1R agonist	FUS suppressor	DRD3 antagonist	PTHR1 ag
O=C(/C=C/c1ccc(F)cc1)N1CC[C@@]2(O)CCCC[C@H]2C1	-22%[1.82 µM]	i	23%	3%	7%	12%	12%	6	i
COCCN1CCN(C(=O)C2CCC(=O)N(Cc3ccc(Cl)cc3)C2)CC1 (stereo unspecified)	0%	i	18%	-9%	-9%	-1%	3%	-3	-14%
Cc1cc(NC(=O)CCC(=O)N(CC(=O)NCC2CCCO2)Cc2ccc(F)cc2)no1 (stereo unspecified)	15%	i	2%	7%	-9%	8%	-18%	-13	i
Cc1ccc2c(c1)c1c(c(=O)n(-c3ccccc3C)c(=O)n1Cc1cccc(F)c1)n2C	4%	.	-22%	.	-7%	0%	14%	.	-23%
COC(=O)c1ccc(NC(=O)c2ccc3c(c2)OCO3)cc1	7%	i	11%	20%	5%	-2%	7%	-18	-7%[57.5 µM]
NC(=O)CC1(c2ccccc2)CCCCC1	?	i	-1%	0%	2%	0%	-14%	8	i
COc1cccc(C2=NN(C(=O)c3ccco3)C(O)(C(F)(F)F)C2)c1 (stereo unspecified)	0%	i	-30%	-4%	-6%	9%	11%	-23	-25%
OCCN1CCN(c2ncnc3c2ncn3[C@H]2CN(Cc3ccc(Cl)cc3)C[C@@H](CO)O2)CC1	12%	i	-22%	1%	3%	-5%	-6%	10	-8%
CC1(C2CC2)NC(=O)N(CC(=O)NCC(=O)Nc2ccc(F)c(F)c2F)C1=O (stereo unspecified)	-16%	i	-7%	-6%	1%	4%	10%	3	i
COc1ccccc1NC(=O)N1CCCC1C(=O)Nc1ccc2c(c1)OCO2 (stereo unspecified)	5%	i	-9%	-4%	5%	5%	-8%	-20	i
O=C(CNC(=O)c1ccccc1Cl)NC1CCN(Cc2ccccc2)CC1	-3%	i	-18%	1%	7%	13%	-1%	-2	-11%
CC1CC2(CC(CN(C3CCCCC3)C3CCCCC3)OC2=O)C(=O)O1 (stereo unspecified)	-13%	i	21%	-3%	-19%	-4%	-13%	0	-15%
Cc1ccc(CCNC(=O)C2CCN(S(=O)(=O)N3CCC4(CC3)OCCO4)CC2)cc1	-18%	i	4%	1%	-3%	1%	-11%	-7	i
NS(=O)(=O)c1ccc(NC(=O)c2ccc(CSc3ccccc3)o2)cc1	-11%	i	19%	3%	-12%	-17%	7%	6	i
CN(c1nc2ccccc2nc1Cl)S(=O)(=O)c1ccccc1	?	i	10µM*	1%	0%	13%	8%	-29	-25%

Molecule	TDP43 rescue	pAkt inh	GLP1R inv ag	aSyn yeast inh	Abeta yeast res	GLP-1R agonist	FUS suppressor	DRD3 antagonist	PTHR1 ag
O=C(CCN1C(=O)C2C3CCC(C3)C2C1=O)Nc1ccc(Br)cc1 (stereo unspecified)	3%	i	-20%	-1%	-14%	6%	.	5	-7%
Cc1nnc(C)n1/N=C/c1cccs1	0%	i	0%	4%	-15%	-10%	8%	-12	-21%[57.5 µM]
O=C(COn1nnc2ccc(C(F)(F)F)cc21)Nc1c(Cl)cccc1Cl	28%	i	?	-10%	11%	11%	13%	-23	-3%
N#Cc1cc(-c2cccc(Cl)c2)c[nH]c1=O	-1%	i	2%	-3%	-2%	-5%	-13%	-17	i
CCCCc1cc2c(s1)CCCC/C2=N/O	?	i	?	-14%	4%	-2%	.	18	-18%
COC(=O)c1ccc(NC(=O)CSc2nnc(C)n2CC2CCCO2)cc1 (stereo unspecified)	6%	i	47%[activator]	1%	-6%	5%	9%	8	-20%
COC(=O)Nc1ccc(S(=O)(=O)NCc2ccccn2)cc1	9%	i	11%	-8%	6%	5%	9%	9	-11%
CCOc1cc2c(cc1O)C(=NOC)CC1C2CCC2(C)C(O)CCC12 (stereo unspecified)	28%	i	-37%	14%	-27%	4%	.	0	i
COc1ccc(-n2c(N)c(C(=O)NCc3cccnc3)sc2=S)cc1	-20%	i	0%	-10%	3%	-6%	9%	-30	i
CCOC(=O)C1(Cc2cccc(F)c2)CCN(C(=O)Cn2cnnn2)CC1	5%	i	15%	2%	.	-7%	10%	16	i
Cc1ccc(C(=O)Nc2ccc(S(=O)(=O)N3CCOCC3)cc2)cc1	-15%	i	-18%	1%	-3%	7%	27%	-5	-7%
CNC(=S)NC1CC2CCCC(C1)N2Cc1ccc(C)cc1 (stereo unspecified)	-6%	i	-24%	-3%	-5%	-5%	11%	-116*	i
CC(=O)c1c(O)c2ccccc2n(C(C)C)c1=O	-22%	i	-36%	-1%	1%	-3%	-10%	15	-3%
O=S(=O)(NC1CCCCC1)c1cccc(-c2nnc(-c3ccccc3)o2)c1	5%	i	0%	12%	2%	2%	29%	-2	-28%
c1ccc(-c2noc(-c3cccc4ccccc34)n2)nc1	10%	i	?	-1%	-25%	-1%	7%	24	-26%[57.5 µM]

Molecule	TDP43 rescue	pAkt inh	GLP1R inv ag	aSyn yeast inh	Abeta yeast res	GLP-1R agonist	FUS suppressor	DRD3 antagonist	PTHR1 ag
Cc1ccc(-c2nc(NC(=O)c3nn(C)cc3[N+](=O)[O-])sc2C)cc1	0%	i	?	4%	-1%	-6%	?	-9	-62%[inhibitor]
COC(=O)[C@@]12C[C@@H](CC(=O)N3CCSCC3)C(=O)N(Cc3ccccc3)C1=CCC(C)(C)C2	9%	i	-25%	3%	-6%	.	37%	7	-4%
Cc1cccc(OCC(=O)NCc2ccc(F)cc2)c1	0%	i	-21%	3%	2%	-1%	-9%	1	-92%[inhibitor]
COc1cccc(N2CCN(C3C(=O)c4ccccc4N3C(C)=O)CC2)c1 (stereo unspecified)	25%	.	-28%	.	13%	.	34%	.	0%
Cc1cc(C(=O)N2CCN(c3ncccc3C#N)CC2)no1	7%	i	12%	-8%	4%	0%	23%	10	i
Cc1ccc2nc(C(C)O)[nH]c2c1 (stereo unspecified)	21%	i	0%	2%	5%	0%	5%	18	13%[57.5 µM]
O=C(c1ccc(Cl)cc1)N1CCN=C1c1ccccc1	7%	i	10%	-15%	-2%	-3%	12%	-22	i
CCc1ccc(C2c3c(-c4ccccc4O)n[nH]c3C(=O)N2Cc2ccncc2)cc1 (stereo unspecified)	9%	.	?	.	-9%	.	-2%	.	-4%
O=C(Nc1ccccc1Oc1ccccc1)C1CCCC1	8%	i	10%	-5%	17%	0%	.	2	-2%
CCOC(=O)N1CCN(CCC(=O)Nc2cccc(C)c2)CC1	-22%	i	11%	-3%	-8%	3%	7%	-29	i
Cc1ccc(C(O)CCc2ccc(N)cc2)cc1 (stereo unspecified)	27%	i	-28%	11%	-5%	5%	11%	-3	i
CCc1ccc(CN(Cc2ccco2)C(=O)COc2ccc(Cl)c(C)c2)cc1	6%	.	?	.	0%	.	30%	.	-18%
